MrgX1 antagonist: human MrgX1 receptor antagonism, primary screen; Q96LB2; MRGX1-HEK293 calcium flux, Fluo-4, BAM8-22 antagonism; active compounds read low; B-score at 10 µM; 310,000 compounds, 1.3% hits;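 active = calcium-response B-score plate-corrected more than 3 library SD below zero, starting fluorescence within 5 deviations, no agonist response on first addition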;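 also: peak minus trough fluorescence over baseline after final BAM8-22 challenge near maximal dose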
TRPC4 act: opens the mouse TRPC4 cation channel; Q9QUQ5; B-score at 10 µM; 310,000 compounds, 0.49% hits; HEK293 TRPC4beta/mu-opioid, Fluo4 calcium fluorescence; active compounds read high;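 active = B-score above 5 SD of library B-scores, and initial fluorescence ratio not above library mean plus 5 SD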;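 also: positive B-score marks a calcium rise read as TRPC4 activation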
Target sequence (Q9QUQ5 whole entry, looked up): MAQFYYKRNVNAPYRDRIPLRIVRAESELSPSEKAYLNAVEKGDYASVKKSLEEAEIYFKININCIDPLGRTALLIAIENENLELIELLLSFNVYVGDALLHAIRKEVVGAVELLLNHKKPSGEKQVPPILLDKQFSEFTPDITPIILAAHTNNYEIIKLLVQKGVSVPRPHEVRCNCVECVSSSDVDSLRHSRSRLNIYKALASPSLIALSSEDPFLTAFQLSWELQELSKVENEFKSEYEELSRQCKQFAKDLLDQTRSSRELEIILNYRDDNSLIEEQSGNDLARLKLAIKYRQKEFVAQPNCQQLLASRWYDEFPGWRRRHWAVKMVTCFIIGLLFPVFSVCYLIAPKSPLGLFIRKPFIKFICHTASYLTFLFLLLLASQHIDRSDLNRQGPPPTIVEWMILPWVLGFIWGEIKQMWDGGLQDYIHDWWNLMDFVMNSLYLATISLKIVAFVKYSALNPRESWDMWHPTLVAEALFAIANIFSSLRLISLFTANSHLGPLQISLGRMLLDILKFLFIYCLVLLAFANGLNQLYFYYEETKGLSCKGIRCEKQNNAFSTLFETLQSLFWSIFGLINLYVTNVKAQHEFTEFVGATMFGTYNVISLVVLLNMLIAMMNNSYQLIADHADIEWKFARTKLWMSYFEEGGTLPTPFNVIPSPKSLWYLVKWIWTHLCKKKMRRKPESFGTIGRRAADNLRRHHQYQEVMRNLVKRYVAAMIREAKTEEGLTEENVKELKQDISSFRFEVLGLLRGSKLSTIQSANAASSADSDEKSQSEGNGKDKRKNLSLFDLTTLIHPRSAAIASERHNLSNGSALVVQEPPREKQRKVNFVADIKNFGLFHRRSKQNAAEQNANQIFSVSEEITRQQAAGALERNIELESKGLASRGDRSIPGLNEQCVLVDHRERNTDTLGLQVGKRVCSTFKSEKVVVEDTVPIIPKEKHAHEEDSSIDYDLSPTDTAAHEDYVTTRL
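Material: TRPC4beta and mu-opioid receptor HEK293 stable cells | Incubation: 45 min room-temperature Fluo4 loading, 110 s read | Detection: Kinetic Fluo4 calcium fluorescence | Measure: Integrated baseline-normalised fluorescence ratio, converted to per-well B score | Benchmarks: Low control buffer alone, high control maximal DAMGO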
aSyn 5UTR inh: MLPCN primary screen, SNCA 5' untranslated region; alpha-synuclein 5'UTR reporter, inhibitor activity; inhibition, % (tested at 7.5 µM); 300,000 compounds, 0.82% hits; in the data active = inhibition above about 60%;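 also: H4 neuroglioblastoma cells stably carrying SNCA 5'UTR luciferase fusion; 0% = DMSO wells and 100% = positive control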
KLF5 inhibitor: inhibitors of KLF5 expression; DLD-1 KLF5 promoter-luciferase reporter, luminescence; inhibition, % at 5 µM; 290,000 compounds, 0.23% hits; AID 1700;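 active = inhibition above a per-plate limit of that plate's mean compound inhibition plus 3 SD, cut at about 60% in these data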;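 also: 0% = DMSO wells and 100% = LY294002 at 200 µM; higher means less KLF5 promoter-driven luciferase light; inactives centre near -14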
TRPC6 activator: activates the mouse TRPC6 cation channel; HEK293-TRPC6 membrane potential dye fluorescence; active compounds read high; B-score at 10 µM; 310,000 compounds, 0.13% hits; AID 2550;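 active = B-score of the integrated fluorescence ratio above library mean plus 3 SD, and starting fluorescence ratio within library mean plus 5 SD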;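 also: higher score means more depolarization so channel activation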
SKKanGAS inh: blocks kanamycin growth of S. pyogenes SKKanGAS strain | 300,000 compounds, 1.3% hits | BacTiter-Glo, 6 h | inhibition, % at 7.5 µM | AID 1662;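 active = mean replicate score, as percent of positive control median, at least 50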;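 also: strain carries kanamycin resistance gene driven by streptokinase promoter and grows in 40 µg/ml kanamycin; loss of luminescence reflects streptokinase promoter inhibition or plain growth inhibition; 0% = median of DMSO wells and 100% = positive control at its reference dose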
HIF act: HIF pathway transcriptional activation; U2OS HRE-luciferase reporter, luminescence; normalized: DMSO 0%, desferrioxamine 100%; activation, % at 7.5 µM (by protocol); 300,000 compounds, 0.32% hits; AID 1910;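 active = mean activation of at least 10% of the iron chelator positive control signal, with at least half of replicates also reaching 10%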
TRPC4 inh: inhibitors of mouse TRPC4 channel. Q9QUQ5. HEK293 TRPC4beta/mu-opioid, DAMGO-evoked Fluo4 calcium flux; active compounds read low. B-score at 10 µM. 300,000 compounds, 0.39% hits;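 active = B-score over 3 SD under the library average, no early fluorescence shift, positive overall ratio signal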
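Assay system: HEK293 cells with stable TRPC4beta plus mu-opioid receptor expression; Probe or stimulus: DAMGO in two steps, submaximal then maximal; Dosing: single-point compound dosing; Measured by: Fluo4 calcium-dye fluorescence, kinetic read; Read-out basis: B score from integrated Fluo4 fluorescence ratio.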
TRPC6 inhibitor: blocks the mouse TRPC6 cation channel | AID 2553 | 310,000 compounds, 1.1% hits | Q61143 | B-score at 10 µM | HEK293-TRPC6, membrane potential dye, ACh-evoked depolarization; active compounds read low;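 active = B-score under library mean minus 3 SD, initial fluorescence not abnormally high, positive integrated signal ratio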;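 also: B-score derived from integrated fluorescence ratio over the kinetic read; more negative B-score means stronger inhibition of depolarization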
TRPC4 PAM: allosterically enhances the mouse TRPC4 cation channel; Q9QUQ5; HEK293 TRPC4beta/mu-opioid, DAMGO EC20, Fluo-4 Ca2+ flux; active compounds read high; B-score at 10 µM; 310,000 compounds, 0.42% hits; AID 2227;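 active = B-score of calcium response area above 5 SD of library B-scores, with initial fluorescence ratio within 5 SD of library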;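 also: B-score of integrated fluorescence ratio over time as area under calcium response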
IEC-6 cytotox: IEC-6 cytotoxicity, counter-screen for KLF5 inhibitors; luminescence viability; inhibition, % at 5 µM; 290,000 compounds, 0.78% hits; in the data active = inhibition above about 22%;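 also: 0% = plate median of test compound wells and 100% = cytotoxic reference compound wells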
Numbers without * were called inactive; i = inactive; x = not tested or not shown. An unsorted share of the library; any-hit rate near 5.8%.

SMILES	MrgX1 antagonist	TRPC4 act	aSyn 5UTR inh	KLF5 inhibitor	TRPC6 activator	SKKanGAS inh	HIF act	TRPC4 inh	TRPC6 inhibitor	TRPC4 PAM	IEC-6 cytotox
CCCCCCC(=O)N1CCC(c2nc3c(nnn3Cc3ccccc3Cl)c(=O)[nH]2)CC1	i	i	38	11	14*	12	-0.1	i	-11*	i	2
COc1cc(S(=O)(=O)Nc2cccc3cn[nH]c23)c(OC)cc1C	i	i	8	-40	i	7	-0.4	i	i	i	-1
CCN(CC)S(=O)(=O)c1cccc(NC(=O)COC(=O)/C=C/c2cccs2)c1	i	i	-3	-24	i	-14	0.4	i	i	i	0
O=C(NC(c1ccccc1)c1ccccc1)c1ccc(CO)cc1	i	i	-7	-21	i	-6	0.1	i	i	i	0
Cc1c(NC(=O)OCCNC(=O)COc2c(Cl)cccc2Cl)sc(=S)n1C	i	i	20	15	i	0	-2.0	i	i	i	5
O=C(OCc1ccccc1)c1cccc(-c2nnc(-c3ccccc3)o2)c1	i	i	-69	-18	i	23	0.6	i	i	i	6
COCCn1c(SCc2ccccc2)nc2c1c(=O)[nH]c(=O)n2C	i	i	8	-1	i	1	0.2	i	i	i	-3
Cc1ccc2c(c1)-c1c(cnn1CC(=O)N(Cc1ccco1)C1CCCCC1)CO2	i	i	-32	-15	i	8	-0.1	i	i	i	-11
COCCNC(=O)CSc1nc2sc(C)c(C)c2c(=O)n1-c1ccccc1	i	i	-10	-20	i	9	-0.7	i	i	i	2
Cc1ncc([N+](=O)[O-])n1CC(=O)Nc1ccc(F)c(Cl)c1	i	i	19	-23	i	1	-0.1	i	i	i	1
O=C(O)c1ccc(N2C(=O)c3cccnc3C2=O)cc1	i	i	21	-8	i	0	0.1	i	i	i	2
Cc1cc(Cl)ccc1C(=O)C1CCCN(C(=O)c2cncs2)C1 (stereo unspecified)	i	i	38	-7	i	-1	-0.2	i	i	i	3
Fc1ccc(-c2ccc(/C=N\n3cnnc3)o2)cc1Cl	i	i	11	-13	i	-6	0.4	i	i	i	-10
Clc1ccc(-c2csc(N/N=C/c3ccco3)n2)cc1	i	i	-156	-21	i	-20	1.2	i	i	i	-4
COc1cc(C(=O)N2CCN(c3cc(Cl)ccc3Cl)CC2)cc(OC)c1OC	i	i	89*	49	i	-2	0.5	i	i	i	61*
Cc1ccc(S(=O)(=O)N(CC(O)CN2CCOCC2)c2cccc([N+](=O)[O-])c2)cc1 (stereo unspecified)	i	i	8	-32	i	-2	0.1	i	i	i	-3
Cc1cc(NC(=O)Nc2ccc(Cl)c(Cl)c2)n(-c2ccccc2)n1	i	i	2	11	i	28	0.0	i	i	i	5
CCc1nnc(NS(=O)(=O)c2ccc(NC(=O)c3cccc(Cl)c3)cc2)s1	i	i	-2	-27	i	2	0.1	i	i	i	-4
CC(C)N(CC(N)=O)C(=O)c1sc2cc(F)ccc2c1Cl	i	i	3	-26	i	-2	-0.3	i	i	i	2
CCC[C@H](CN[C@@H](CNC)[C@H](C)O)NCCc1ccc(OC)cc1	i	i	7	0	i	0	-0.3	i	i	i	-3
COc1ccc(N2C(=O)CC(Nc3ccc(F)cc3)C2=O)c([N+](=O)[O-])c1 (stereo unspecified)	i	i	-19	-2	i	-13	-0.2	i	i	i	2
O=C(NCc1cccnc1)c1ccc(COc2ccccc2Br)cc1	i	i	-26	-6	i	-16	0.2	i	i	i	4
CCn1c(CCNC(=O)c2cccs2)nnc1SCC(=O)NC1CCCCC1	i	i	-4	-28	i	-12	-0.6	i	i	i	25*
Oc1ccc(/C=C/c2nc(-c3ccccc3O)n(-c3ccccc3)n2)cc1	i	i	-48	-1	i	38	0.7	i	i	i	11
O=C(CCCOc1ccccc1)Nc1ccc(S(=O)(=O)Nc2ccccn2)cc1	i	i	4	-8	i	3	-0.1	i	i	i	1
COc1ccc(NS(=O)(=O)c2cc(C(=O)O)ccc2C)cc1	i	i	-20	-26	i	-3	-0.6	i	i	i	-5
O=C(c1ccc(F)cc1)c1ccc(CN2C(=O)c3ccccc3C2=O)o1	i	i	9	-7	i	5	-0.3	i	i	i	3
COc1ccc(-c2cc(C(F)(F)F)nc(SCC(=O)N3CCOCC3)n2)cc1OC	i	i	-4	-17	i	-1	0.0	i	i	i	1
COc1cccc(NS(=O)(=O)c2ccc3c(c2)NC(=O)C(C)S3)c1 (stereo unspecified)	i	i	23	-16	i	-1	-0.4	i	i	i	0
CCC(c1nnc(SCC(=O)Nc2nnc(-c3ccccc3)o2)n1Cc1ccccc1)N(C)C (stereo unspecified)	i	i	-5	-34	i	13	-0.3	i	i	i	3
c1ccc(N2CCN(Cc3ccnc4ccccc34)CC2)cc1	i	i	-15	-21	i	-10	0.4	i	i	i	-4
CC(C)CNC(=O)CC(NCC(C)C)C(=O)O (stereo unspecified)	i	i	1	-20	i	-4	0.0	i	i	i	7
COc1cc(-c2csc(CCn3nc(C)cc3C)n2)cc(OC)c1OC	i	i	11	-12	i	0	-0.2	i	i	i	3
COc1ccc(-c2nc(-c3cccnc3)no2)cc1	i	i	-35	-113	i	-3	2.5	i	i	i	4
CCc1ccc(-c2cc(C)no2)cc1S(=O)(=O)Nc1ccccn1	i	i	15	-3	i	4	0.6	i	i	i	8
O=C(NCc1ccccc1)N1CCC(CO)(CCc2ccccc2)CC1	i	i	-14	10	i	-2	-0.7	i	i	i	-1
Cc1cccc(C)c1OCC(=O)Nc1cccc(S(=O)(=O)N2CCCC2)c1	i	i	-5	x	i	1	-0.2	i	i	i	x
O=C(CC1C(=O)NCCN1CC1CCCCC1)NCc1ccc(F)cc1F (stereo unspecified)	i	i	-2	16	i	-11	-0.1	i	i	i	-2
O=C(COc1ccc([N+](=O)[O-])cc1)N(Cc1cccs1)C1CCS(=O)(=O)C1 (stereo unspecified)	i	i	-25	-3	i	2	x	i	i	i	-2
CCC(C)NC(=O)Cn1cccc1C(=O)c1ccccc1 (stereo unspecified)	i	i	8	-34	i	-3	-0.2	i	i	i	0
COc1ccccc1-c1nnc(NC(=O)c2ccc(S(=O)(=O)N(C)C)cc2)o1	i	i	45	-36	i	31	0.1	i	i	i	4
Cc1ccc2nc(SCC(=O)N3CCN(C(=O)c4ccco4)CC3)[nH]c2c1	i	i	-39	-8	i	-8	0.2	i	i	i	-9
Cn1cc(CN2CCC(n3nccc3NC(=O)CCCc3ccccc3)CC2)cn1	i	i	34	-14	i	-4	-0.3	i	i	i	0
CC1(C)CC(CNCCC(c2ccc(F)cc2)c2ccco2)CCO1 (stereo unspecified)	i	i	-12	-24	i	-14	0.5	i	i	i	8
CC(C)(C)C(=O)Nc1cc2c3c(c1)CCN3C(=O)CC2	i	i	24	-8	i	-2	-0.1	i	i	i	0
CC(C)c1ccc(C(C(=O)NC2CCCCC2)N(C(=O)c2csnn2)C2CC2)cc1 (stereo unspecified)	i	i	-5	-4	i	8	0.2	i	i	i	-9
O=C1/C(=C/c2cccs2)N=C(c2cccs2)N1Nc1ccccc1	i	i	26	-17	i	-5	0.0	i	i	i	-2
CCOC(=O)c1cc2c(nc1N)CC(C)(C)OC2	i	i	1	-26	i	-6	0.0	i	i	i	8
C[C@@H]1CN(C(=O)c2nc3ccc(Cl)cn3c2CN2CCc3sccc3C2)C[C@H](C)O1	i	i	14	0	i	3	-0.1	i	i	i	-4
N#CCOC(=O)c1c2c(nc3ccccc13)CCC2	i	i	9	-17	i	-16	-1.0	i	i	i	-2
COc1ccc(/C=C/C(=O)NC(=S)NCc2ccccc2)cc1OC	i	i	5	-24	i	-1	-0.2	i	i	i	1
COc1ccc(CCCNC(=O)CC#N)cc1OC	i	i	16	10	i	2	0.0	i	i	i	-8
O=C(NCc1cccs1)c1ccccc1	i	i	10	-34	i	-1	-0.2	i	i	i	4
O=C(Nc1ccccc1F)c1ccc(-n2cncn2)nc1	i	i	-6	10	i	-3	-0.1	i	i	i	1
COc1ccc(S(=O)(=O)Nc2ccc(S(=O)(=O)Nc3nccs3)cc2)cc1	i	i	-2	-28	i	-11	0.0	i	i	i	1
O=C(Nn1c(O)c(C=C2N=c3ccccc3=N2)sc1=S)c1cccc(Cl)c1	i	i	-25	-22	i	4	-0.4	i	i	i	-5
O=C(CC(=O)Nc1ccc(Cl)c(Cl)c1)N/N=C/c1ccc(O)cc1	i	i	24	-8	i	-17	-0.8	i	i	i	0
Cc1cc(NS(=O)(=O)c2ccc(NC(=O)CSc3nc4sc(C(=O)O)c(C)c4c(=O)[nH]3)cc2)no1	i	i	19	5	i	6	-0.2	i	i	i	3
CCN(CC)C1CC(=O)N(c2cccc(C)c2)C1=O (stereo unspecified)	i	i	-6	-24	i	-3	-0.1	i	i	i	-5
Cn1c(SCC(=O)NC(C)(C)C)nnc1-c1cccc(NC(=O)c2ccccc2F)c1	i	i	5	-12	i	-20	0.0	i	i	i	5
Additional compounds follow:
SMILES	MrgX1 antagonist	TRPC4 act	aSyn 5UTR inh	KLF5 inhibitor	TRPC6 activator	SKKanGAS inh	HIF act	TRPC4 inh	TRPC6 inhibitor	TRPC4 PAM	IEC-6 cytotox
CC(=O)N1CCC(C(=O)NC2CC(C)(C)Cc3c2cnn3-c2ccc(F)cc2)CC1 (stereo unspecified)	i	i	20	-4	i	3	-0.7	i	i	i	-4
N#CC(C(=O)C12CC3CC(CC(C3)C1)C2)c1nc2ccccc2[nH]1 (stereo unspecified)	i	i	-74	15	i	80*	0.5	i	i	i	3
CCOc1ccccc1C(=O)NCC(=O)OCC(=O)c1ccc2c(c1)OCCO2	i	i	-13	-29	i	2	-0.1	i	i	i	-4
O=C(/C=C/c1ccc([N+](=O)[O-])cc1)Oc1ccc(/C=N/NC(=O)c2ccncc2)cc1	i	i	26	-13	i	1	-3.4	i	i	i	-3
O=C(CCS(=O)(=O)Cc1ccccc1F)NCc1ccccc1Cl	i	i	8	-23	i	4	-0.2	i	i	i	2
CCN1CCN(C(=O)C2CCCN(c3ncnc4c3nc3n4CCCCC3)C2)CC1 (stereo unspecified)	i	i	4	-12	i	-3	0.0	i	i	i	0

As entered above:
In HIF act, `O=C(/C=C/c1ccc([N+](=O)[O-])cc1)Oc1ccc(/C=N/NC(=O)c2ccncc2)cc1` shows -3.4
In aSyn 5UTR inh, `O=C(CCS(=O)(=O)Cc1ccccc1F)NCc1ccccc1Cl` shows 8

Assay outcomes as filed in PubChem BioAssay.
